M17LAP inhibition – P. falciparum M17LAP inhibitors, primary screen, biochemical, fluorogenic H-Leu-NHMec substrate, 1536-well (AID 1619); recombinant M17LAP, H-Leu-NHMec fluorogenic kinetic assay; higher % means a stronger effect; inhibition, % at 30 µM; hits with a dose series show IC50 in µM; 220,000 compounds, 0.38% hits;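 active means compound inhibiting the enzyme by more than half at any dose during confirmatory dose-response retesting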;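 further: plate controls were full reaction with DMSO carrier for no effect and no enzyme background for full effect; strong numbers were not always called active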
M1AAP inhibition – malaria alanyl aminopeptidase activity blockers – biochemical, fluorogenic H-Leu-NHMec substrate, 1536-well (AID 1445). recombinant M1AAP, H-Leu-NHMec fluorogenic kinetic assay; higher % means a stronger effect. one-dose inhibition, % at 30 µM; IC50 in µM for titrated hits. 220,000 compounds, 0.42% hits;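 active means primary inhibition above the hit cutoff, then over 50% inhibition at one or more dose response concentrations, cut at about 23% in these data, passing the limit was not always enough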;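 further: plate controls were DMSO full reaction for no effect and no enzyme background for full effect; strong numbers were not always called active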
Ins promoter up – MIN6 insulin promoter up-regulation; MIN6 insulin promoter-GFP reporter, high-content imaging; stronger effect = higher value; z-score at 5 µM; 190,000 compounds, 0.3% hits; AID 1625;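 active means z-score above 3 at 5 µM with at least 500 cells counted in the well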
CSM14.1 death rescue – rescue of cells from ER stress-induced death, primary screen, 384-well, CSM14.1, thapsigargin, ATP luminescence (AID 1222) | cellular ATP content (survival), % at 20 µM; hits with a dose series show EC50 in µM | CSM14.1 thapsigargin-induced death rescue, ATP luminescence; higher % means a stronger effect | 190,000 tested, under 10 active;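 active means EC50 below 50 µM in the dose-response confirmation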;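 further: death triggered by thapsigargin at about 15 µM added after 2 h compound pretreatment; cell ATP read after overnight thapsigargin exposure of roughly 18 to 22 hours; normalized against plate controls of thapsigargin alone and 5% DMSO vehicle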
Hep lipid drop – modulators of hepatic lipid droplet formation | inhibition, % at 6.5 µM | 240,000 compounds, 0.4% hits | AML12 mouse hepatocytes, oleate lipid droplets, BODIPY imaging;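 active means lipid droplet intensity inhibited by at least 50%, with more than 500 cells counted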
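Technique: fluorescence imaging, 20x objective, two fields per well / Assay system: AML12 hepatocytes (mouse) / Measure: % inhibition of lipid droplet signal / Doses: 6.5 µM single-point dosing / Incubation: overnight exposure / Reagent: 100 µM oleic acid challenge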
Yfh1-depleted yeast – mitochondrial function rescue without frataxin homolog – Friedreich's ataxia, plus single-dose screen, dose response (AID 1465); 220,000 compounds, 0.074% hits; S. cerevisiae Yfh1-off respiration, WST-1 reduction, 72 h; higher fold induction means a stronger effect; fold induction at 50 µM; hits with a dose series show EC50 in µM;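 active means fold induction of absorbance versus untreated yeast above a set limit, then at least 30% activation at any dose in follow-up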;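 further: activators that raise dye reduction in frataxin-depleted yeast; strong numbers were not always called active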
Dynein cargo inh – blocks dynein driven cargo transport along microtubules; 3617.4 mouse cells, GR-EGFP nuclear translocation imaging; test concentration mostly 20 µM; stimulated with dexamethasone, 1 µM; stronger effect = lower value; z-score, hits read low; 220,000 compounds, 0.47% hits; AID 1381;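 active means plate z-score of nuclear minus cytoplasmic receptor signal below a set negative limit, without overly bright fluorescence or cell loss, cut at about -3.5 in these data, passing the limit was not always enough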;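 further: z-score of nuclear minus cytoplasmic ring GR-EGFP intensity difference per well; some compounds called inactive have numbers as strong as hits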
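Also added – dexamethasone, 1.0 µM final · Buffer or medium – tet-free, stripped-serum medium · Schedule – induction 48 h, compound 1 h, agonist 30 min · Detection – formaldehyde fixation, Hoechst nuclear stain, 10x automated fluorescence imaging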
Autophagy HCS – autophagy modulation, high-content screen. MEF GFP-LC3 puncta imaging; test concentration mostly 10 µM. calls only at 10 µM (by protocol). 190,000 compounds, 0.98% hits. AID 463193;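 active means percentage of spot-positive cells more than 3 SD above its plate mean, without a fluorescence outlier flag or 80% toxicity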;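 further: spot-positive cell cutoff set from DMSO-treated cells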
MT stabilizer – stabilizes microtubules in HeLa cells. % tubulin-high responders, % at 10 µM. HeLa tubulin immunostaining HCS, 24 h; share of cells brighter than vehicle mean+2SD. AID 2205. 200,000 compounds, 0.83% hits;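 active means plate Z-score above 3 for both tubulin-high and condensed-nucleus cell shares, with cell loss under 80%, at 10 µM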;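 further: anti alpha tubulin signal scored within the nucleus-defined area of each cell; some results filed as inactive read as strong as hits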
Dynein cargo inh cytoplasmic EGFP – also measured in Dynein cargo inh; calls as there; z-score; measured here: cytoplasmic GR-EGFP intensity; stronger effect = higher value
Dynein cargo inh nuclear GR-EGFP – second read-out of Dynein cargo inh, no call of its own (marks repeat the call); z-score; measured here: nuclear GR-EGFP intensity;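 lower value marks the stronger effect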
Dynein cargo inh cell count – second read-out of Dynein cargo inh, no call of its own (marks repeat the call); z-score; measured here: cell count per field
Ins promoter up cell count – further read-out of Ins promoter up, marked with its call; cell count; measured here: cytotoxicity, nuclei count;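 total cells summed across four imaged fields per well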
Hep lipid drop cells 6.5 µM – also measured in Hep lipid drop; calls as there; cell count; measured here: cell count, cytotoxicity flag;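 cells counted across two imaged fields per well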
MT stabilizer Hoechst-high % – recorded beside MT stabilizer, whose call it bears; % Hoechst-high responders; measured here: nuclear condensation Hoechst responders;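 share of cells brighter than vehicle mean plus two SD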
MT stabilizer cytotoxicity % – second read-out of MT stabilizer, no call of its own (marks repeat the call); toxicity, %; measured here: cytotoxicity by cell density;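 0% = mean cell density of plate MIN control wells and 100% = no cells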
Autophagy HCS cell loss 18 h – recorded beside Autophagy HCS, whose call it bears; toxicity, %; measured here: cell loss, nuclei count;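 cell loss after 18 h compound exposure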
* hit, by the source's call; i = inactive; . = no result given; + = active, no number.

SMILES	M17LAP inhibition	M1AAP inhibition	Ins promoter up	Ins promoter up cell count	CSM14.1 death rescue	Hep lipid drop	Hep lipid drop cells 6.5 µM	Yfh1-depleted yeast	Dynein cargo inh	Dynein cargo inh cytoplasmic EGFP	Dynein cargo inh nuclear GR-EGFP	Dynein cargo inh cell count	Autophagy HCS	Autophagy HCS cell loss 18 h	MT stabilizer	MT stabilizer Hoechst-high %	MT stabilizer cytotoxicity %
CCOC(=O)N1CCC(c2cc(=O)n3[nH]c(C)c(-c4ccc(F)cc4)c3n2)CC1	-7%	8%	0.22	2042	-2.2%	-3	625	.	1.2	0.1	0.95	-1.8	.	.	6.2	0.9	3.6
O=C(CCC(=O)c1ccc(F)cc1)Nc1cccnc1	0%	1%	0.24	1285	0.8%	-8	723	i	0.6	-0.22	0.24	-1.2	i	-9	3.0	1.3	4.9
c1cnn(-c2cncc(-n3cccn3)n2)c1	7%	9%	0.37	1435	0.6%	8	702	i	-0.015	-0.25	-0.097	0.15	i	30	1.2	1.7	7.5
O=C(Cn1cc(C(=O)C2CC2)c2ccccc21)NCC1CCCO1 (centres undefined)	-8%	11%	-0.05	1369	-2.0%	19	753	i	0.63	-0.19	0.77	0.36	i	2	2.5	2.2	0.8
C=CCNC(=O)CCCOc1cc(C)ccc1C	-10%	8%	.	.	-1.7%	-16	725	i	-0.63	-0.18	-0.25	-0.086	i	6	2.7	1.9	6.3
Cc1cc2c(cc(C(=O)N3CCC(C(=O)NC4CCCC4)CC3)n2Cc2c(F)cccc2Cl)o1	8%	10%	-0.4	902	.	19	661	i	0.67	-0.64	0.83	-1.1	.	.	.	.	.
O=C(Nc1cccc(Cl)c1)Nc1ccc2c(c1)OCO2	2%	-1%	-0.7	1258	-2.5%	5	762	i	-0.67	-0.064	0.15	-1.5	i	-6	1.1	0.9	6.2
CCc1ccc(NC(=O)COC(=O)/C=C/c2c(C)nn(C3CCS(=O)(=O)C3)c2Cl)cc1 (centres undefined)	-2%	8%	-0.02	1317	-1.2%	-8	698	i	0.36	-0.23	0.23	-0.55	i	0	3.2	1.6	5.7
N/C(=N\OS(=O)(=O)c1cc(Cl)ccc1Cl)c1ccncc1	-1%	1%	0.11	847	-0.4%	-4	802	i	-0.93	-0.25	-0.21	0.33	i	6	1.7	0.9	9.5
COc1ccccc1NS(=O)(=O)c1cccc(NC(=O)c2sc3ccccc3c2Cl)c1	-4%	5%	-0.88	1468	-1.3%	-10	636	i	0.6	-0.062	0.25	-0.012	i	20	0.9	1.1	4.7
COc1cc(C2=NOC(C(=O)Nc3ccc(C(C)=O)cc3)C2)cc(OC)c1OC (centres undefined)	-1%	8%	0.22	1243	0.2%	.	.	i	0.11	-0.32	0.22	-0.095	i	8	6.1	2.6	3.2
CC(=O)NC1C(OCc2ccccc2)OC(COC(C)=O)C(OC(C)=O)C1OC(C)=O (centres undefined)	5%	-1%	-0.11	1297	-0.1%	9	648	i	0.37	-0.12	-0.22	-0.22	i	-7	3.4	2.6	3.7
C/C(=N\NC(=S)NC1CCCCC1)c1ccc(C#N)cc1	6%	5%	-0.77	1324	-1.4%	-4	589	i	-0.96	-0.25	-0.48	0.45	+	3.4*	4.5	2.8	8.5
CN(C)c1ccc(CNc2nc(-c3ccccc3)nn2S(C)(=O)=O)cc1	1%	0%	0.52	1563	-1.1%	12	663	i	0.14	-0.28	0.055	0.58	i	23	3.1	2.0	3.1
CN(C)S(=O)(=O)c1ccc(N2CCCC2)c(C(=O)NCC2CCCCC2)c1	5%	-6%	-0.8	1680	0.5%	4	706	i	0.11	-0.28	-0.26	0.06	i	2	2.9	3.1	9.0
O=C(c1sccc1Cl)N1CCN(Cc2ccc3c(c2)OCO3)CC1	6%	8%	0.52	1418	.	27	715	i	-0.57	-0.27	-0.51	0.17	.	.	.	.	.
O=C(NNC(=O)C(c1ccccc1)c1ccccc1)c1cccs1	1%	3%	0.21	1808	0.9%	-52	669	i	0.018	-0.19	-0.28	0.36	i	4	1.0	2.4	9.0
O=C(c1cccc(C(F)(F)F)c1)N1CCCC1	-1%	6%	-0.24	1239	.	6	661	i	-0.47	0.0042	-0.068	0.29	i	7	1.7	0.3	21
Cc1cc(NC(=O)CSc2ccccc2)no1	-4%	11%	-0.2	1288	-3.8%	-6	713	i	0.75	-0.065	0.81	-0.5	i	1	2.8	1.3	3.4
O=C(Nc1ccc(OC(F)(F)F)cc1)C1CC(c2ccc(F)cc2)=NO1 (centres undefined)	0%	-3%	-1.2	1322	0.9%	10	631	i	0.56	-0.37	-0.27	-0.16	i	-6	1.6	2.3	3.3
COC(=O)CSc1nc(-c2ccccc2)nc2ccc(F)cc12	9%	-1%	-0.07	1593	-1.5%	.	.	i	0.68	-0.2	0.036	0.011	i	29	1.0	1.6	10
O=C(O)c1n[nH]c2c1CCCC2	3%	0%	0.18	1258	3.0%	-4	775	i	-0.28	-0.15	0.14	0.45	i	-13	2.1	2.7	10
O=C(Nc1ccc2oc(-c3ccncc3)nc2c1)c1ccccc1F	2%	6%	-0.25	1137	0.7%	.	.	i	0.14	-0.33	0.6	0.84	i	9	3.3	3.2	5.1
CC(C)C(=O)NN(C(=O)c1ccccc1)c1ccccc1	1%	10%	-0.23	1098	-1.2%	-2	739	i	0.38	-0.26	0.2	-0.14	i	-36	2.3	2.2	5.0
COc1ccc(-c2csc(N(CCc3ccc(OC)c(OC)c3)C(=O)COc3ccccc3)n2)cc1	-5%	-7%	-2.7	1737	-1.4%	-23	675	i	-1.4	-0.13	-0.77	-0.21	i	24	2.0	1.2	9.7

Only Ins promoter up and Dynein cargo inh cytoplasmic EGFP, for three of the compounds above:
structure | Ins promoter up | Dynein cargo inh cytoplasmic EGFP
Cc1cc(NC(=O)CSc2ccccc2)no1 | -0.2 | -0.065
O=C(Nc1ccc(OC(F)(F)F)cc1)C1CC(c2ccc(F)cc2)=NO1 (centres undefined) | -1.2 | -0.37
COC(=O)CSc1nc(-c2ccccc2)nc2ccc(F)cc12 | -0.07 | -0.2

The results go on.
SMILES	M17LAP inhibition	M1AAP inhibition	Ins promoter up	Ins promoter up cell count	CSM14.1 death rescue	Hep lipid drop	Hep lipid drop cells 6.5 µM	Yfh1-depleted yeast	Dynein cargo inh	Dynein cargo inh cytoplasmic EGFP	Dynein cargo inh nuclear GR-EGFP	Dynein cargo inh cell count	Autophagy HCS	Autophagy HCS cell loss 18 h	MT stabilizer	MT stabilizer Hoechst-high %	MT stabilizer cytotoxicity %
CC(=O)NCCc1cc2ccc(C)cc2[nH]c1=O	-6%	4%	0	1636	-0.7%	.	.	.	-0.3	-0.22	0.029	0.12	i	18	5.3	4.2	8.6
O=C(CC1SCCNC1=O)Nc1ccc(F)c(Cl)c1 (centres undefined)	18%	2%	0.13	1389	1.5%	-19	655	i	-0.18	-0.32	0.093	0.97	i	7	1.1	1.4	4.4
CCN(Cc1ccccc1)C(=O)COC(=O)CNS(=O)(=O)c1ccc(C)cc1	-5%	0%	-0.09	1447	-0.2%	4	607	i	0.17	-0.16	0.4	-0.26	i	7	5.6	2.1	6.3
Cc1ccc2c(ccc(=S)n2C)c1	-2%	-3%	-0.12	1079	-1.1%	0	751	i	2.1	-0.37	0.48	-0.63	i	1	2.8	3.1	7.5
CCOc1ccc(C(=O)Nc2ccc(C(F)(F)F)n(C)c2=O)cc1	18%	-1%	1	1171	-0.3%	-8	739	i	2.2	-0.12	1.7	-1.2	i	26	2.5	1.3	3.5
Cc1ccc(NC(=O)C(C)N2C(=O)c3ccccc3C2=O)nc1 (centres undefined)	6%	8%	0.31	1409	-0.8%	-1	728	i	-1.9	-0.25	-0.48	1.7	i	-1	3.7	3.7	14
Cc1ccc(S(=O)(=O)N(C)C)cc1NC(=S)NC(=O)C12CC3CC(CC(C3)C1)C2	7%	0%	-0.78	1048	-2.4%	16	653	i	-0.53	-0.31	-0.59	0.57	i	13	3.5	3.0	8.0
Nc1no[n+]([O-])c1-c1ccccc1	-12%	7%	0.28	1135	-1.6%	-1	653	i	-0.59	-0.12	-0.35	0.31	i	-5	2.8	1.2	6.4
O=C(CSc1nnc(-c2ccco2)o1)NC1CCCCC1	-11%	4%	0.74	945	-1.6%	-17	765	i	-0.12	-0.17	0.37	0.66	i	4	2.6	0.9	6.7
O=P(O)(CCc1ccccn1)CN1CCOCC1	.	.	0.8	874	-1.5%	.	.	i	-0.13	-0.35	-0.055	0.51	i	1	4.1	3.0	14
N#CCCN1CCN(S(=O)(=O)c2cc(Cl)ccc2Cl)CC1	0%	-5%	0.61	1382	-0.9%	-4	714	i	-1.4	-0.37	-0.94	1.7	i	32	2.6	2.8	12
O=C(CSc1nnc(Cc2ccccc2)o1)N1CCCc2ccccc21	-2%	-4%	0.53	1257	-2.5%	2	738	i	-0.13	-0.29	0.58	0.52	i	26	7.7	1.0	5.0
CCOC(=O)c1c2c(n(C)c1C)C(=O)C(=O)c1ccc(Br)cc1-2	.	.	.	.	.	.	.	i	0.28	-0.21	-0.073	0.2	i	99	24	44	82
CC(C)(C)Cc1nnc(NC(=O)c2cc(-c3ccccc3)nc3ccccc23)s1	-5%	3%	0.66	792	-3.2%	-9	749	.	0.88	-0.15	0.75	0.68	i	-5	2.0	1.4	6.2

Assay outcomes as filed in PubChem.
